PTHR1 ag – activates the human parathyroid hormone receptor PTHR1 | HEK293 GP2 PTHR1 cells, GloSensor cAMP luminescence, 1 h | Potency, µM (titrated, usually from 115 µM), inactives show at the highest dose activation, hits mostly activators | 410,000 compounds, 0.075% hits; further: potency means the concentration at half of the fitted maximal effect; nearly all actives have a fitted effect of over 55% in size; some results filed as inactive show a strong effect at the top dose; inactives centre near -15; many of its hits are not listed in these tables
Target sequence (Q03431 whole entry, looked up): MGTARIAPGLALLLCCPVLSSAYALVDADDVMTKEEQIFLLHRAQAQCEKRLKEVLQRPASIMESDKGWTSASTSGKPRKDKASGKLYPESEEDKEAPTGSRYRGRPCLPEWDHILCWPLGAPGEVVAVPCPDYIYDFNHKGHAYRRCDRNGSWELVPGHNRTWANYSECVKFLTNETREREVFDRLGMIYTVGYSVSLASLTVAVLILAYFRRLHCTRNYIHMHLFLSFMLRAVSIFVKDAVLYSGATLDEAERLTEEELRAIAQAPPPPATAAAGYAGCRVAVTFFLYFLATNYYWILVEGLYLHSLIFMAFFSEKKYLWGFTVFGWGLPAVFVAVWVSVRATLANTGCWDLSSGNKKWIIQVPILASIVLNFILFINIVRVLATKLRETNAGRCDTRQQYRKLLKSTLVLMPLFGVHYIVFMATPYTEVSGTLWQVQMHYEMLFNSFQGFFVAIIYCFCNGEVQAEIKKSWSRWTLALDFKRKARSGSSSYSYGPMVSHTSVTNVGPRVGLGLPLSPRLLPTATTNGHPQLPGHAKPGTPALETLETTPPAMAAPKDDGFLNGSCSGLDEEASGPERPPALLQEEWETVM
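HEK-293-derived GP2 cells expressing PTHR1 and a GloSensor cAMP reporter, 3,000/well, plated overnight, given luciferin plus IBMX (each 0.5 mM as added) for 1 h at 37 °C, then compound for 1 h at 37 °C. Luminescence was read after 15 min at room temperature.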
GLP1R ag – GLP-1 receptor (human) agonism; P43220; HEK293 GLP-1R CRE-luciferase, luminescence, 4-6 h; cells express a hypersensitive GLP-1R form; Potency, µM (series often up to 45.6 µM), for the others: at the top dose activation, usual class: activators; 380,000 compounds, 0.007% hits; further: potency means the concentration at half of the fitted maximal effect; % of control where 0% means no effect
EPAC1 ag – activates human EPAC1 exchange factor | EPAC1 agonist qHTS, biochemical assay; response scale: 100% = response to 6.5 mM cAMP | Potency, µM (highest dose often 154 µM), for the others: top-dose activation, hits mostly activators | 360,000 compounds, 0.073% hits | AID 720707; further: potency means the concentration at half of the fitted maximal effect; nearly all actives have a fitted effect of over 60% in size
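Compounds were pinned as a concentration titration into mixtures of EPAC1 (100 nM), BODIPY-GDP-loaded Rap1B (250 nM) and GDP (50 uM). After 5 min at room temperature, fluorescence was followed for 30 min; activity was scaled to 6.5 mM cAMP.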
PI5P4Ka inh – PI5P4K alpha (human) kinase inhibition. PI5P4Kalpha enzyme, ADP-Glo luminescence, 60 min; hits give low values. P48426. max response, %. 330,000 compounds, 1.2% hits; active means max response of -50% or lower; inconclusive means between -30% and -50%; inactive means -30% or higher; further: value at the top dose of about 77 µM; on the % scale 0 is the no-effect control and ±100 the full control effect
Target sequence (P48426 whole entry, looked up): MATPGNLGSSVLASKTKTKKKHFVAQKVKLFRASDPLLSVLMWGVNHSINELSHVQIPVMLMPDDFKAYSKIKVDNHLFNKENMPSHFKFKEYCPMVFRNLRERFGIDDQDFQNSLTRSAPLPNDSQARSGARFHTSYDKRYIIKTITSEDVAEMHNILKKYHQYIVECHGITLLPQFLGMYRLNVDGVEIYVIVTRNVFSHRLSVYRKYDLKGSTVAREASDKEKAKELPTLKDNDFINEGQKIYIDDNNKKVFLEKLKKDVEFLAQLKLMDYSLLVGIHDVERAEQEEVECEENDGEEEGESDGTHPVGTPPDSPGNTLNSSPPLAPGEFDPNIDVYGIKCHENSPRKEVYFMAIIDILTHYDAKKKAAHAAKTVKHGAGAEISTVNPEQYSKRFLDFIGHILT
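Human PI5P4Kalpha with substrate in 0.038 M HEPES pH 7.4, 0.28 mM EGTA, 0.1% CHAPS, 5% DMSO; reaction started with 5 microM ATP (final), 60 min at room temperature. ADP formed read by ADP-Glo luminescence.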
PLK1 PBD inh – blocks phosphopeptide binding to human PLK1 polo-box domain | P53350 | Plk1 PBD binding of FITC phosphopeptide, fluorescence polarization | Potency, µM, for the others: max response, negative = inhibition, most hits filed as inhibitors | 360,000 compounds, 2.8% hits | AID 720504; further: potency means the concentration at half of the fitted maximal effect; series mostly up to about 57 µM; on the % scale 0 is the no-effect control and ±100 the full control effect; nearly all actives have a fitted effect of over 65% in size
IL2 activator – activators of IL-2. AID 652025. 360,000 compounds, 0.065% hits. IL-2 activation reporter assay, cell-based qHTS; stimulated with anti-CD3/CD4/CD28 beads; in transgenic mouse T cells. activation, % (series mostly up to about 46 µM); in the data active means activation above about 50%; inconclusive means mostly about 30% to 49%; further: 0% is about no effect
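EGFP and DsRed fluorescence is measured by plate cytometry in unstimulated transgenic mouse T cells exposed to compound for 60 minutes, then stimulated 18 hours at 37 degrees C with anti-CD3/anti-CD4 beads plus anti-CD28.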
GLP1R cytotox – cytotoxicity in counter-screen for GLP-1R inverse agonists; Potency, µM (series often up to 38.3 µM), without a hit: top-dose activity change, negative = inhibition, hits mostly inhibitors; AID 624418; HEK293 cAMP-luciferase reporter cells, luminescence, 24 h; 410,000 compounds, 0.13% hits;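 further: loss of luciferase light is scored as toxicity; potency means the concentration at half of the fitted maximal effect; on the % scale 0 is the no-effect control and ±100 the full control effect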
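Luminescence readout: signal drop marks cytotoxicity. Plated cells grew 12 h at 37 °C, 5% CO2, received 23 nL compound for 24 h, then got luciferase reagent, read after 12 min at RT.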
GLP-1R inv ag – inverse agonists of human GLP-1 receptor | P43220 | AID 624417 | HEK293 GLP-1R CRE-luciferase, luminescence, 24 h; GLP-1R form is constitutively active | Potency, µM (top dose mostly 38.3 µM), for inactives: top-dose activity change, negative = inhibition, most hits filed as inhibitors | 410,000 compounds, 1.6% hits; further: potency means the concentration at half of the fitted maximal effect; on the % scale 0 is the no-effect control and ±100 the full control effect; nearly all actives have a fitted effect of over 55% in size
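Readout was luciferase luminescence, measured 12 min after detection reagent at room temperature. Beforehand, GLP-1R reporter HEK293 cells had sat 12 h, then received compounds for 24 hr at 37 deg C.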
EPAC1 antag – blocks human EPAC1 exchange factor; 360,000 compounds, 0.14% hits; EPAC1 GEF assay, Rap1b-BODIPY-GDP exchange fluorescence; Potency, µM (doses to about 115 µM), for inactives: at the highest dose activity change, negative = inhibition, hits mostly inhibitors;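 further: potency means the concentration at half of the fitted maximal effect; plate controls were vehicle for no effect and positive control for full effect; nearly all actives have a fitted effect of over 50% in size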
* = called active by the depositor; i = inactive; ? = inconclusive; / = not tested or not shown; & = joins results of further samples; [ ] = another dose, or the depositor's remark. Unless noted, the call rests on the fitted dose curve; in most records, active means well fitted curve in the direction sought with a large enough effect; inconclusive means small, poorly fitted or top-dose-only effect, or another doubt; inactive means no such curve, though single readings can be large; an effect the other way counts as inactive or inconclusive.

SMILES	PTHR1 ag	GLP1R ag	EPAC1 ag	PI5P4Ka inh	PLK1 PBD inh	IL2 activator	GLP1R cytotox	GLP-1R inv ag	EPAC1 antag
COc1ccccc1-n1cnc2cc(C(=O)NCCCN3CCOCC3)ccc21	i	11%	8%	-2	-9%	0.8	0%	6%	-5%
CC(=O)/C(=N/Nc1ccc(Br)cc1)Sc1cccc2cccnc12	-49%[inhibitor]	4%	8%	5	-2%	-0.2	10%	?	1%
Cc1cc(NC(=O)CC(C)(C)C)nc2c1c(=O)oc1ccccc12	i	-4%	-5%	/	2%	-1.9	-7%	-5%	2%
O=C(Cn1nnc(-c2ccc(S(=O)(=O)N3CCCC3)cc2)n1)Nc1ccccc1-n1cccc1	-34%[inhibitor]	-2%	7%	/	0%	0.7	1%	-5%	0%
CCCCN(C)C(=O)C1CCN(c2ccc(S(=O)(=O)N3CCOCC3)cc2[N+](=O)[O-])CC1	-29%	-1%	-4%	-5	-2%	-3.7	-1%	2%	12%
O=C(CNC(=O)c1cc(-c2ccccc2)nn1-c1ccccc1)Nc1ccccc1Br	-58%[inhibitor]	0%	-2%	1	10%	0.4	11%	17%	-18%
CC(Oc1ccc(Cl)cc1)C(=O)Nc1cccc(S(=O)(=O)N2CCOCC2)c1 (stereo not given)	-28%	-1%	12%	-7	-4%	-0.4	-2%	?	-12%
COc1ccc(C(=O)NNC(=O)c2cccc(F)c2)cc1	-12%	0%	4%	1	-6%	-3.0	-4%	3%	-27%
COC(=O)c1ccc(C(=O)OC)c(NC(=S)N2CCN(C(=O)C3CCCO3)CC2)c1 (stereo not given)	-11%	6%	5%	3	0%	0.4	0%	-10%	4%
CC1(OC(=O)CCc2ccccc2)C(=O)C=C2C=C(c3ccc(C#N)cc3)N(C3CCCCC3)C=C2C1=O (stereo not given)	i	-4%	-14%	-8	-15%	0.1	3%	?	-1%
COc1cc(C)c(C)cc1S(=O)(=O)N1CCN(Cc2ccc3c(c2)OCO3)CC1	-21%[57.5 µM]	7%	13%	-2	-13%	-0.1	3%	?	-18%
Cc1ccc(C2=NN3C(C2)c2ccccc2OC32C(=O)Nc3ccccc32)cc1 (stereo not given)	-10%	-31%	22%	-53*	-9%	-1.7	5%	?	-18%
Cc1ccc(CN2CC(C(=O)Nc3ccccc3N3CCCC3)CC2=O)cc1 (stereo not given)	i	3%	-6%	-2	5%	2.1	-25%	?	4%
COc1ccc(/C(N)=N/OC(=O)Cc2ccc(C)cc2)cc1OC	-16%	27%	3%	18	-10%	-0.3	12%	-19%	-17%
CCNC(=O)CC1C(=O)N(c2ccc(F)cc2)C(=O)N1Cc1ccc(OC)cc1 (stereo not given)	-21%	0%	5%	/	1%	-0.8	12%	0%	-9%
CC(Oc1ccc([N+](=O)[O-])cc1)C(=O)NCC1CCCO1 (stereo not given)	-6%	2%	13%	0	-7%	-3.0	-3%	3%	-10%
Cc1ccccc1-c1cnc(C(O)c2c(C)cccc2C)[nH]1 (stereo not given)	-38%[inhibitor]	-2%	-9%	-1	-10%	0.1	3%	?	-11%
CC1CC(C)CN(C(=S)SCc2nc(N)nc(Nc3ccccc3)n2)C1 (stereo not given)	-76%[inhibitor]	27%	8%	13	-15%	-4.2	-32%	?	?
CC(C)(C)n1nc2c(c1NC(=O)Cc1ccc(F)cc1)CS(=O)(=O)C2	i	-1%	5%	0	-11%	-1.1	-3%	10%	-7%
Cc1ccc(C)c2[nH]c(=O)c(CN(Cc3nnnn3C3CCCCC3)CC3CCCO3)cc12 (stereo not given)	-3%[57.5 µM]	7%	-2%	/	-7%	-2.9	-20%	0%	2%
COc1ccc([C@H]2C[C@H](O)[C@@H](n3cc(-c4ccc(F)cc4)nn3)CN2CC2CCCCC2)cc1	i	-2%	0%	20	1%	-4.0	-2%	-6%	0%
O=C(NCCc1ccccc1)c1ccc2nc(-c3ccco3)c(-c3ccco3)nc2c1	-30%[inhibitor][57.5 µM]	-8%	16%	-63*	?	-1.8	102%[activator]	?	?
Cc1ccc(C2CCN(C(=O)Nc3ccc(F)cc3)C2)cc1 (stereo not given)	i	18%	-1%	0	-6%	-0.3	-10%	?	-2%
CC(=O)NCCNc1nc2cc(-c3ccc(C)cc3)sc2c(=O)n1C	-69%[inhibitor]	-10%	-18%	-3	-12%	4.3	6%	-15%	11%
O=C(Nc1ccccc1C(F)(F)F)c1cc(-c2ccccc2O)on1	i	-19%	0%	/	-4%	-1.3	-16%	6%	5%
CC1CCCC(C)N1C(=O)CSc1nnc(NC(=O)Cc2cccs2)s1 (stereo not given)	-3%[57.5 µM]	-8%	6%	0	-15%	-1.6	7%	0%	-25%
COc1ccc(/C=N/NC(=O)Cc2csc(Nc3cccc(C(F)(F)F)c3)n2)cc1C	i	-1%	4%	-18	-2%	-0.4	?	7.9µM*	-23%
COC(=O)C[C@H]1C=C[C@H](NC(=O)c2cccc(F)c2)[C@@H](CO)O1	i	/	2%	-2	-6%	0.7	-7%	8%	8%
C/C(=N\NC(=O)c1ccc2ccccc2c1)c1cccs1	-34%	-5%	0%	-21	-2%	3.0	-1%	6%	-18%
CCOC(=O)c1cc(-c2csc(-c3ccc(C(C)(C)C)cc3)n2)on1	-4%	8%	-6%	29	-2%	-0.3	-4%	25%	-6%
CCOC(=O)N1CCC(N2C(=O)c3ccccc3C2Nc2ccccc2)CC1 (stereo not given)	i	16%	-8%	2	-8%	-1.9	6%	?	-7%
COc1ccccc1C(=O)NC(CCSC)C(=O)NC1CC1 (stereo not given)	-4%	-1%	9%	1	-8%	0.1	2%	20%	-2%
O=C(Nc1c2c(nn1-c1ccccc1)CS(=O)(=O)C2)c1ccc2c(c1)OCO2	-20%	-5%	2%	-7	2%	1.3	0%	12%	4%
Cc1cc(C)n(CC(=O)N/N=C/c2ccc([N+](=O)[O-])s2)n1	i	5%	0%	-6	0%	0.7	-30%	4%	-2%
CCCCN(CCCNC(=O)c1ccc(CS(=O)(=O)c2c(Cl)cccc2Cl)o1)Cc1ccccc1	-6%	11%	0%	-5	0%	-2.1	-22%	?	14%
CC1CCCN(C(=O)C2CCN(CC(C)c3ccccc3)CC2)C1 (stereo not given)	-36%[57.5 µM]	-1%	1%	1	-2%	1.0	8%	-15%	-8%
Nc1c2c(nn1-c1ccc(F)cc1)CSC2	i	14%	-10%	1	-6%	0.3	-1%	6%	?
CC(C)(C)OC(=O)N(CCc1ccccc1)Cc1ccc(OCc2cccc(NC(=O)C3CCCC3)c2)cc1	i	4%	-10%	11	-8%	-0.6	-10%	?	-7%
CCCC(=O)N(c1ccc2oc3c(c2c1)CCCC3)S(=O)(=O)c1ccc(CC)cc1	-3%	-5%	/	/	/	/	-11%	?	/
COc1ccc(CCNC(=O)C2CCC(CNS(=O)(=O)c3ccc(F)cc3)CC2)cc1OC (stereo not given)	i	3%	0%	-8	-4%	-0.2	-1%	-6%	3%

Nothing new here: an excerpt of the list.
SMILES	PTHR1 ag	GLP1R ag	EPAC1 ag	PI5P4Ka inh	PLK1 PBD inh	IL2 activator	GLP1R cytotox	GLP-1R inv ag	EPAC1 antag
COc1ccccc1C(=O)NC(CCSC)C(=O)NC1CC1 (stereo not given)	-4%	-1%	9%	1	-8%	0.1	2%	20%	-2%
O=C(Nc1c2c(nn1-c1ccccc1)CS(=O)(=O)C2)c1ccc2c(c1)OCO2	-20%	-5%	2%	-7	2%	1.3	0%	12%	4%
Cc1cc(C)n(CC(=O)N/N=C/c2ccc([N+](=O)[O-])s2)n1	i	5%	0%	-6	0%	0.7	-30%	4%	-2%
CCCCN(CCCNC(=O)c1ccc(CS(=O)(=O)c2c(Cl)cccc2Cl)o1)Cc1ccccc1	-6%	11%	0%	-5	0%	-2.1	-22%	?	14%
CC1CCCN(C(=O)C2CCN(CC(C)c3ccccc3)CC2)C1 (stereo not given)	-36%[57.5 µM]	-1%	1%	1	-2%	1.0	8%	-15%	-8%
Nc1c2c(nn1-c1ccc(F)cc1)CSC2	i	14%	-10%	1	-6%	0.3	-1%	6%	?
CC(C)(C)OC(=O)N(CCc1ccccc1)Cc1ccc(OCc2cccc(NC(=O)C3CCCC3)c2)cc1	i	4%	-10%	11	-8%	-0.6	-10%	?	-7%
CCCC(=O)N(c1ccc2oc3c(c2c1)CCCC3)S(=O)(=O)c1ccc(CC)cc1	-3%	-5%	/	/	/	/	-11%	?	/
COc1ccc(CCNC(=O)C2CCC(CNS(=O)(=O)c3ccc(F)cc3)CC2)cc1OC (stereo not given)	i	3%	0%	-8	-4%	-0.2	-1%	-6%	3%

(continued)
SMILES	PTHR1 ag	GLP1R ag	EPAC1 ag	PI5P4Ka inh	PLK1 PBD inh	IL2 activator	GLP1R cytotox	GLP-1R inv ag	EPAC1 antag
CCOc1ccccc1NC(=O)C1CCCN(S(=O)(=O)c2ccc3c(c2)CCCN3C(C)=O)C1 (stereo not given)	-4%	3%	-12%	-1	3%	-1.6	-8%&1%	-3%&-26%	-8%
COc1ccc(C(=O)Nc2ccc(Cl)c(S(=O)(=O)Nc3ccccc3OC)c2)cc1	-43%[inhibitor]	-9%	6%	-1	2%	-0.5	-14%	?	-11%
COc1ccc(-c2noc(CN3CCCCC3c3nccn3C)n2)cc1 (stereo not given)	-12%	8%	1%	3	-19%	-2.6	0%	-7%	11%
Brc1ccc(-c2nc3ncccn3c2NC2CCCCC2)o1	-4%	-15%	1%	-12	21µM*	0.6	44%[activator]	?	4%
Cc1cc(O)c(NC(=O)c2ccc(Br)o2)cc1C	-56%[57.5 µM]	2%	0%	-4	3%	1.2	4%	20%	2%
O=C(NCc1ccncc1)C(=O)N/N=C/c1ccc(OCc2ccccc2)cc1	i	3%	8%	6	-15%	0.6	5%	18%	?

Compound activity (PubChem)

Not all compounds are listed. The share of hits here may be higher or lower than overall.
